Compound activity: PubChem, Fisher Drug Discovery Resource Center
mcGAS inh – inhibitors of mouse cGAS. Q8C6L5. recombinant cGAS, Kinase-Glo ATP depletion luminescence. inhibition, % at 12.5 µM. actives 0.15% (n = 160,000);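 further: 0% = negative control wells and 100% = reference inhibitor with no enzyme activity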
NPYLR7 agonist – activates Aedes aegypti NPYLR7 receptor | HEK293T NPYLR7/Galpha15, GCaMP6s calcium fluorescence | activation, % at 10 µM | actives 0.15% (n = 270,000) | AID 1259423; in the data active means activation above about 40%;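 further: 0% = vehicle and 100% = reference agonist at the receptor; some compounds past the cut are filed as inactive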
hcGAS lum – blocks human cGAS activity; inhibition, % at 12.5 µM; AID 1259398; actives 0.081% (n = 290,000); recombinant h-cGAS, ATP depletion, Kinase-Glo luminescence; Q8N884;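 further: 0% = vehicle reaction and 100% = reaction without DNA for no activity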
Target sequence (Q8N884 whole entry, looked up): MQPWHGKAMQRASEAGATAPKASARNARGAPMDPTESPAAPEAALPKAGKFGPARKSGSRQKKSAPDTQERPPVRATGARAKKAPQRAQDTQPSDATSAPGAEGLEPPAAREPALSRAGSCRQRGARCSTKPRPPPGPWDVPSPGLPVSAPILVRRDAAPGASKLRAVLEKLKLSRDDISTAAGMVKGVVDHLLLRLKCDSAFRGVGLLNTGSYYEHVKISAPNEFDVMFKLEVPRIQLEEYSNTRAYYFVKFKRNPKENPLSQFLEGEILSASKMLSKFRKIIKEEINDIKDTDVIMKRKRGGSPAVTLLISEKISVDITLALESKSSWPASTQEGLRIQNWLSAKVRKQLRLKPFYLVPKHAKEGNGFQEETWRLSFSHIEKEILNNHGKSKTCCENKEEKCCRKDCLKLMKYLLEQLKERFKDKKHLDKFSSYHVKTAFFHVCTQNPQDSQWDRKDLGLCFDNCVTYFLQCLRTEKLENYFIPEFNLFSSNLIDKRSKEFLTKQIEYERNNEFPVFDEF
Numbers without * were called inactive; . = no result given; & = joins results of further samples. Unless noted, no stated cut-off is given here; in the data, active means inhibition above about 40%; inactive means the rest. Compounds were not picked by outcome; 0.27% or so of the library scored in one or more.

#	Structure	NPYLR7 agonist	hcGAS lum	mcGAS inh
1	Cn1ccccc1=Nc1cccc[n+]1C	1	-3	-5
2	CC1=NN(c2ccccc2)C(=O)/C1=C\c1ccc(N(C)C)cc1	-1	-2	.
3	COc1nc2ccccc2cc1CN1C[C@H]2OC(=O)N(C3CCCC3)[C@H]2C1	2	-6	.
4	Cc1ccccc1C1c2ccsc2CCN1C(=O)CN(CC1CCCO1)C(=O)c1ccc(Cl)c(Cl)c1 (stereo unspecified)	.	-3	-4
5	COc1cccc(C(=O)NC2C3COCC2CN(CC2CCOCC2)C3)c1 (stereo unspecified)	21	-6	.
6	CCCC(=O)Nc1ccccc1C1SCC(=O)N1c1ccc(F)cc1F (stereo unspecified)	0	-7	-7
7	CCOc1ccc(Cl)cc1NC(=O)N(C)CC1CCCN(C)C1 (stereo unspecified)	0	-9	-15
8	COc1ccc(C2=N/C(=C\C(Cl)=C\c3ccccc3)C(=O)O2)cc1OC	3	-9	-5
9	CCN(CC)Cc1cnc2c(C(=O)Nc3cccc4ncccc34)cnn2c1	0	-1	-10
10	COC(=O)C(c1ccccc1)N(C)C(=O)c1ccnc(C)n1 (stereo unspecified)	10	-8	.
11	Oc1cc2c(cc1CN1CCCC(C(F)(F)F)C1)oc1ccccc12 (stereo unspecified)	4	-8	.
12	O=C(C1CCC1)N1CCCC(OCc2ccc(F)cc2)C1 (stereo unspecified)	-8	1	1
13	O=C(CNc1ccc(-n2cncn2)cc1)NC1(c2ccccc2)CCC1	1	-2	-8
14	CCN(Cc1cnn(C)c1)C(=O)c1cc(COc2cc(C)c(Cl)c(C)c2)on1	15	-1	.
15	COCCN(CC(C)C)C(=O)Cc1ccn(C(C)C)n1	7	-5	.

Fetched by structure from above, six records:
#	Structure	NPYLR7 agonist	hcGAS lum	mcGAS inh
4	Cc1ccccc1C1c2ccsc2CCN1C(=O)CN(CC1CCCO1)C(=O)c1ccc(Cl)c(Cl)c1 (stereo unspecified)	.	-3	-4
14	CCN(Cc1cnn(C)c1)C(=O)c1cc(COc2cc(C)c(Cl)c(C)c2)on1	15	-1	.
7	CCOc1ccc(Cl)cc1NC(=O)N(C)CC1CCCN(C)C1 (stereo unspecified)	0	-9	-15
1	Cn1ccccc1=Nc1cccc[n+]1C	1	-3	-5
3	COc1nc2ccccc2cc1CN1C[C@H]2OC(=O)N(C3CCCC3)[C@H]2C1	2	-6	.
12	O=C(C1CCC1)N1CCCC(OCc2ccc(F)cc2)C1 (stereo unspecified)	-8	1	1

Later entries.
#	Structure	NPYLR7 agonist	hcGAS lum	mcGAS inh
16	COC(=O)c1ccc(C2c3c(oc4ccc(C)cc4c3=O)C(=O)N2c2cc(C)on2)cc1 (stereo unspecified)	9	-4	.
17	Cc1ccc(NC(=O)c2cc3cc([N+](=O)[O-])ccc3oc2=N)cc1	-1	0	0
18	Cc1cc(Cl)ccc1S(=O)(=O)NCC1CSCCS1 (stereo unspecified)	-4	-7	.
19	Cc1ccc(Nc2nc3nonc3nc2N/N=C\c2ccc(Cl)cc2Cl)cc1C	5	3	0
20	CN1CCC2(CC1)CN(C(=O)CNC(N)=O)CCCN2C	17	-2	.
21	CC(=O)Nc1cccc(-c2ccc3c(c2)N(CC2CC2)C(=O)COC3)c1	6	-6	.
22	Cc1nc(C)c(-c2ccc(SCc3ccc(Cl)cc3)nn2)s1	7	-5	-7
23	Cc1ccc(F)cc1S(=O)(=O)N1CCC(Cc2ccccc2)CC1	14	-4	-6
24	Cn1c(=O)c2c(-c3ccc(C(F)(F)F)cc3)c3c(O)occ3nc2n(C)c1=O	4	-3	.
25	O=C(Cc1ccc2ccccc2c1)NNC(=O)c1ccccc1	2	-2	-5
26	CCOc1cc(S(=O)(=O)NC2CC(C)(C)NC(C)(C)C2)ccc1Br	0	-6	.
27	CC(C)(O)C#CC1(O)CCCCCCCCCCC1	1	-6	.
28	C#CCNC(=O)C(C)Sc1ccc(Cl)cc1 (stereo unspecified)	12	-6	.
29	COc1ccc2nc(Nc3nc(C)c(C)c(=O)[nH]3)nc(C)c2c1	4	-2	-7
30	COc1ccc(CC(=O)NCCNc2cc(-n3nc(C)cc3C)ncn2)cc1	-5	0	-5
31	Cc1cc(C)nc(Nc2n[nH]c(C)n2)n1	2	-16	-7
32	Cc1ccc(C2=NOC(C(=O)NC(Cc3ccccc3)C(=O)NCc3ccncc3)C2)cc1 (stereo unspecified)	28	-8	-4
33	Cc1nc(CC(=O)NCCNc2ccncc2C)cs1	2	-6	-15
34	O=C(NCCCn1cncn1)C1CCCN(Cc2ccco2)C1 (stereo unspecified)	1	-7	-8
35	CN(Cc1nc2c(s1)CCCC2)C(=O)c1cn(Cc2ccc(F)cc2)nn1	-5	-5	.
36	COc1ccc(CN2CCOC(CN(C(=O)c3ccco3)C3CCCC3)C2)c(OC)c1 (stereo unspecified)	4	-4	.
37	CCCN(CCC)C(=O)c1cc(-c2ccc(OC)cc2OC)nn1-c1ccccc1	22	-9	-4
38	CCOC(=NCCCN1CCOCC1)NC(=O)c1ccc(C(F)(F)F)cc1	17	-2	-6
39	COc1cccc(Cc2nsc(N(CCC(=O)N3CC4(C)CC3CC(C)(C)C4)Cc3ccco3)n2)c1 (stereo unspecified)	.	-13	-7
40	Cc1cc(OC(C)C(=O)N2CCC(C(=O)Nc3ccccc3)CC2)ccc1Cl (stereo unspecified)	8	-5	.
41	CC(=O)c1ccc(NC(=O)N2CCCC3CN(C)CCC32)cc1 (stereo unspecified)	1	-3	.
42	COc1ccc(S(=O)(=O)NCC(c2cccnc2)N2CCN(C)CC2)cc1C (stereo unspecified)	0	-9	.
43	CCC(Oc1ccccc1Cl)C(=O)NC1CCC(=O)N(C)C1 (stereo unspecified)	-2	-10	-7
44	COc1ccc(NC(=O)CSc2nc3c(cnn3CCO)c(=O)[nH]2)c(OC)c1	5	-7	.
45	Cc1ncsc1CCc1nn2c(CC(C)C)nnc2s1	-4	-5	.
46	CSc1ccccc1NC(=O)Cn1nc(C(F)(F)F)c(Cl)c1C	-14	9	7
47	CC1=C(C(=O)OC(C)C)C(c2ccccc2)NC(=O)N1C (stereo unspecified)	6&-4	-10&-2	-5
48	OCC1(O)CCCN(Cc2ccc(Oc3ccccc3)cc2)CC1 (stereo unspecified)	0	0	.
49	CCN(Cc1nc2ccccc2c(=O)[nH]1)C(=O)CC(C)C	7	-6	.
50	COc1cccc(CNC(=O)CC2CSc3nc(C(C)C)cc(=O)n32)c1 (stereo unspecified)	-2	-3	.
51	COc1cccc(CNC(=O)C2CCN(C(=O)[C@@H]3CCCN3C(=O)Nc3cccc(C(C)=O)c3)CC2)c1	24	-4	-6
52	COc1ncccc1CNC(=O)C1=CC=CN2CCS(=O)(=O)N=C12	0	0	.
53	CCc1nc2c(OCc3ccc(C(F)(F)F)cc3)cccn2c1N(C)C(=O)C1CC1	-8	-6	-4
54	CSc1ccc(CN(C)C(=O)C2CCN(c3ccc(C(F)(F)F)cc3[N+](=O)[O-])CC2)cc1	0	-9	-7
55	COc1ccc(-n2c(SCc3ccccc3C(F)(F)F)nnc2C2CCCCC2)cc1	-4	-8	-5
56	CCCNC(=O)Cn1nc2c(c1NC(=O)COc1ccccc1OC)CSC2	-9	-7	-6
57	CC(=O)NCC1=CCCN(Cc2noc(C(C)(C)C)n2)C1	2	-3	-11
58	CC(=O)OCC(OC(C)=O)C(OC(C)=O)C(OC(C)=O)C(=O)Nc1c(Cl)cc(Cl)cc1Cl (stereo unspecified)	2	3	.
59	Cc1cc(CN(C)CC(=O)NCCc2cccc3cccnc23)no1	2	-6	.
60	CC(c1ccon1)N(C)C(=O)Cn1nnnc1CN1CCc2ccccc2C1 (stereo unspecified)	-7	2	.
61	CC(C)(C)c1oc(C(N)=O)cc1CN1CCCC(O)(CO)C1 (stereo unspecified)	-1	4	.
62	CC(NC(=O)c1ccco1)C(=O)N=c1sccn1C (stereo unspecified)	0	-5	-13
63	CCCCc1ncc(C2CC(=O)Nc3c2cnn3Cc2cccnc2)[nH]1 (stereo unspecified)	2	-1	-7
64	COc1ccccc1/C=C/C1=NC(=C\c2cccc(OC)c2OC)/C(=O)O1	-3	-6	.
65	FC(F)(F)Cn1nnnc1SCC1CC(C2CCCCC2)=NO1 (stereo unspecified)	-19	5	.
66	CC(C)N(Cc1nnsc1Cl)c1ccc(F)cc1	10	-13	.
67	CSc1nc2n(n1)C(C1CC=CCC1)C=C(C(=O)O)N2 (stereo unspecified)	2	-9	.
68	CCCCCN1CCN(c2nc3c(c(=O)[nH]c(=O)n3C)n2Cc2ccc(Cl)cc2)CC1	2	2	-2
69	Cc1cc(C(=O)N(Cc2nnc(-c3ccc(Cl)cc3)o2)C2CC2)c2ccccc2n1	1	-3	-5
70	CCn1ccnc1CN(C)C(=O)c1ccc(OC2CCN(CCc3ccccc3)CC2)cc1	-4	-6	-5
71	COCCCN(CC(=O)N(CCc1c[nH]c2ccccc12)Cc1ccc(Cl)c(Cl)c1)C(=O)c1ccccc1C	.	-8	-7
72	Cc1ncc(C[n+]2cccc(CO)c2)c(N)n1	-2	0	.
73	CCOc1ccccc1NC(=O)Cn1c(-n2nc(C)cc2C)nc2c(c1=O)CCCC2	-1	-4	-8
74	CCOC(=O)c1cnc2cc(C(F)(F)F)ccc2c1Nc1ccc(O)cc1	9	-7	-9
75	Cc1ccc(NC(=O)N2CCC3(CC2)C(=O)N(CC(=O)NCCc2ccc(Cl)cc2Cl)CN3c2ccccc2)c(C)c1	17	-8	-7

Some of these compounds in order of count of non-hydrogen atoms, rising.
#	Structure	NPYLR7 agonist	hcGAS lum	mcGAS inh
72	Cc1ncc(C[n+]2cccc(CO)c2)c(N)n1	-2	0	.
65	FC(F)(F)Cn1nnnc1SCC1CC(C2CCCCC2)=NO1 (stereo unspecified)	-19	5	.
69	Cc1cc(C(=O)N(Cc2nnc(-c3ccc(Cl)cc3)o2)C2CC2)c2ccccc2n1	1	-3	-5
75	Cc1ccc(NC(=O)N2CCC3(CC2)C(=O)N(CC(=O)NCCc2ccc(Cl)cc2Cl)CN3c2ccccc2)c(C)c1	17	-8	-7

Going on with the list.
#	Structure	NPYLR7 agonist	hcGAS lum	mcGAS inh
76	CCCCC(CC)C(=O)Nc1c(-c2ccc(OC)cc2)nc2ccc(C)cn12 (stereo unspecified)	0	-8	-8
77	COCCCNC(=O)c1ccccc1N1CCC(NC(=O)COc2ccccc2)CC1	-2	0	-3
78	OCCNc1cc(-c2cccc(Cl)c2F)ncn1	0	-3	-16
79	CCOc1ccccc1-n1c(-c2ccccc2)cc(C(=O)Nc2ccc(C)c(C)c2)c1C	17	-6	-5
80	C#CCOCC(O)CN(CCOC)Cc1cccn1Cc1ccccc1F (stereo unspecified)	.	-4	-3
81	CCCNC(=O)c1nnn(-c2ccc(OC)cc2)c1C	4	-5	-7
82	O=c1c(S(=O)(=O)c2ccccc2)c[nH]c2ccc(F)cc12	7	-9	-4
83	Cc1ccc2c(c1)CCN1C(=O)CN(C(=O)c3cc(F)ccc3C(F)(F)F)CC21 (stereo unspecified)	23	-14	-6
84	O=C(CN1C(=O)NC2(CCCc3ccccc32)C1=O)c1cccc(Cl)c1 (stereo unspecified)	1	-13	.
85	Cc1cc(C)c(NC(=O)Cn2nnc(C(=O)Nc3ccc(Br)cc3)c2N)c(C)c1	12	-5	-6
86	CSc1ccccc1N1C(=O)CN(C(=O)Cc2ccc3c(c2)OCO3)CC1C (stereo unspecified)	0	-5	-9
87	Cc1ccc(CN2C[C@@H](C(=O)O)C[C@H](C(=O)NCc3cccnc3)C2)c(F)c1	5	-6	.
88	COc1ccc(NC(=O)N2CCN(c3nc(-c4ccc(Cl)cc4)nc(C)c3Cc3ccccc3)CC2)c(OC)c1	-5	0	-1
89	CCOc1ccc(C(=O)NCCc2cc3cc(C)c(C)cc3[nH]c2=O)cc1	2	-3	-5
90	CC(C)c1cccc(C(C)C)c1NC(=O)N1CCCN(C(=O)CN2CCc3sccc3C2c2cccc(F)c2)CC1 (stereo unspecified)	7	-3	-6
91	CCSc1nnc2ccc(-c3cccs3)nn12	-13	1	1
92	CN(Cc1ccccc1)c1ncccc1CNC(=O)CC1CCS(=O)(=O)C1 (stereo unspecified)	2	-4	.
93	CC(Sc1ncn(-c2ccccc2)n1)C(=O)Nc1ccc([N+](=O)[O-])cc1 (stereo unspecified)	2	-11	.
94	O=C(Nc1ccccc1Cl)N1CC(=O)N2CCc3ccc(Cl)cc3C2C1 (stereo unspecified)	0	-8	-7
95	CCn1cc(C(CC(=O)NCCCOC)c2cccc(OC)c2)c2ccccc21 (stereo unspecified)	.	-2	-4
96	O=C(Nc1ccc2c(c1)CN(C(=O)c1csnn1)CC2)c1ccc(C(F)(F)F)cc1	12	-6	.
97	CCc1cn[nH]c1C1CCN(Cc2cc3c(cc2OC)OCCCO3)CC1	.	-7	-13
98	O=C(c1ccc(F)c(F)c1)N1CCN(CC(OCc2c(F)cccc2F)c2ccc(Cl)cc2)CC1 (stereo unspecified)	.	0	-5
